# Screening data as filed in PubChem BioAssay.
# CHOP UPR activ = apoptotic UPR (CHOP) activation. actives 0.34% (n = 330,000). CHO-CHOP luciferase reporter, luminescence; percent of tunicamycin response over DMSO baseline. activation, % at 10 µM;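 active = at 10 µM dose, activation of 40% or more, normalized to positive control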;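 also: 100% = tunicamycin at 10 µg/mL and 0% = DMSO alone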
#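 Dosing – one dose, 10 µM in 0.5% DMSO · System – CHO-CHOP cells, stable luciferase reporter of PERK-eIF2a-CHOP signalling · Input – 500 cells/well · Control set – tunicamycin 10 µg/mL final as positive, DMSO-only wells as negative · Timing – 6 h compound treatment, 37 °C · Measure – % activation vs tunicamycin · Technique – luminescence read with Steady-Glo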
# CXCR6 block = CXCR6 (human) receptor inhibition; inhibition, % at 20 µM; CHO-K1 PathHunter CXCR6 beta-arrestin, luminescence; actives 0.36% (n = 360,000); O00574; in the data active = inhibition above about 34%, passing the limit was not always enough;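 also: antagonist mode with CXCL16 agonist at 10 nM final; 0% = 10 nM CXCL16 with DMSO and 100% = unstimulated wells without agonist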
# CCR6 antag = antagonists of human CCR6 receptor | CHO-K1 CCR6 PathHunter beta-arrestin, luminescence, CCL20-stimulated | inhibition, % at 20 µM | actives 0.49% (n = 340,000) | AID 493098;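 active = compounds whose inhibition of the agonist-driven luminescence signal at 20 µM reaches about 50%, limit read from the data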;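 also: cells stimulated with CCL20 at 14 nM final; plate controls were DMSO with CCL20 for no effect and DMSO without agonist for full effect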
# EBI2 antag = EBI2 (human) antagonism. P32249. EBI2 beta-arrestin recruitment, luminescence, 7a,25-OHC stimulated. inhibition, % at 5 µM. actives 0.81% (n = 360,000); in the data active = inhibition above about 38%;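 also: enzyme fragment complementation signal reports receptor beta-arrestin coupling in cells; 0% = agonist plus DMSO wells and 100% = wells without agonist; some results beyond the cut were filed as inactive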
# tim23-1 inh = growth inhibitors of tim23-1 mutant yeast | S. cerevisiae tim23-1 growth, BacTiter-Glo luminescence, 24 h | inhibition, % at 20 µM | actives 1.3% (n = 330,000);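 active = growth inhibition of the mutant yeast at or above 50%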;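 also: temperature-sensitive mutant grown at 25 °C; plate controls were DMSO-treated mutant yeast for no effect and medium wells lacking yeast for full effect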
# Mdm2 MdmX PPI = disrupts the human Mdm2-MdmX interaction. O15151+Q00987. SaOS-2 split-luciferase Mdm2/MdmX complementation, luminescence. inhibition, % at 8 µM. actives 3% (n = 330,000);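 active = inhibition of at least 50% at 8 µM in the primary screen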
# Target sequence (O15151 whole entry, looked up): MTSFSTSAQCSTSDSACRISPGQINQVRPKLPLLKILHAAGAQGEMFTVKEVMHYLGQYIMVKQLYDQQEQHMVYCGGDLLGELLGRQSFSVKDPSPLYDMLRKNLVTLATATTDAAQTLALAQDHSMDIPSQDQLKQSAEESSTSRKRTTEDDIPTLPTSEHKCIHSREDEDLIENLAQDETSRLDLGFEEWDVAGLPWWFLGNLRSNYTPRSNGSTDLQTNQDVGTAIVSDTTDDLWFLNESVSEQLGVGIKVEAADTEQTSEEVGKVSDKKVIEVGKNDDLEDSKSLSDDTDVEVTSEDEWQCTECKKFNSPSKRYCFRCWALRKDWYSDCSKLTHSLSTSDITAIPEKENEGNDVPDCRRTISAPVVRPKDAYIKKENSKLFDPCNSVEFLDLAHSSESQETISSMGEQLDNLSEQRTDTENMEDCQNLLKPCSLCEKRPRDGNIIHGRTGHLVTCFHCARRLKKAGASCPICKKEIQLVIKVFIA
# Target sequence (Q00987 whole entry, looked up): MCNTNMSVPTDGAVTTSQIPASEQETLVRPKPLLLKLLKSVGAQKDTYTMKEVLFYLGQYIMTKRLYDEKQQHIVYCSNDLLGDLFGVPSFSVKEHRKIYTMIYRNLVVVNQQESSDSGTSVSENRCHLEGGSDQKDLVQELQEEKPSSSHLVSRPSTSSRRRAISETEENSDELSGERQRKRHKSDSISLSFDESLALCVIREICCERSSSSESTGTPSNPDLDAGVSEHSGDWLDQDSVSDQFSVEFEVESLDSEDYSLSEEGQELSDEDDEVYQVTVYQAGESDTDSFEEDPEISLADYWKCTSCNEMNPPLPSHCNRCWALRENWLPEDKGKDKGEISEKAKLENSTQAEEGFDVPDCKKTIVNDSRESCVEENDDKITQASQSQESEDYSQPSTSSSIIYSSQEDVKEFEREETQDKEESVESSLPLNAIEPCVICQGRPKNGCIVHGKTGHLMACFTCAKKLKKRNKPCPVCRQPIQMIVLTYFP
# APJ ag = agonists of human APJ apelin receptor; AID 2520; P35414; actives 0.11% (n = 330,000); CHO-K1 APJ PathHunter beta-arrestin, luminescence; 0% DMSO wells, 100% apelin; activation, % at 20 µM;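 active = activation more than six SD over the plate average, tested at 20 µM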;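 also: 0% = DMSO alone and 100% = apelin-13 at 10 nM; some results filed as inactive read as strong as hits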
#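 assay system = CHO-K1 APJ beta-arrestin complementation cell line | input = cell density 1000 per well | dosing = compound 20 µM once, DMSO 1% | timing = compound 90 min 25 °C, reagent 1 h | measured by = luminescence from split beta-galactosidase complementation, Galacton Star/Emerald II substrate | read-out basis = APJ agonist activity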
# APJ antag = APJ receptor antagonism | CHO-K1 APJ beta-arrestin complementation, luminescence | actives 0.32% (n = 330,000) | inhibition, % at 20 µM | P35414;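 active = inhibition above about 40% at 20 µM, limit read from the data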;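 also: cells challenged with 10 nM apelin-13 agonist together with compound; plate controls were apelin-13 plus DMSO wells for no effect and DMSO wells lacking apelin-13 for full effect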
# XBP1 UPR activ = activators of adaptive arm of unfolded protein response (XBP1). CHO-XBP1 luciferase reporter, IRE1-XBP1 UPR activation, luminescence; percent of tunicamycin response, DMSO as zero. activation, % at 20 µM. actives 0.33% (n = 330,000). AID 463104;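 active = versus positive control, 20 µM dose yields 30% or more activation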;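 also: 100% = tunicamycin at 10 µg/mL and 0% = DMSO only wells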
#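 Material: CHO cell line with stable XBP1 luciferase reporter; buffer or medium: F12 medium containing 10% fetal bovine serum; compound: single point, 20 µM final compound, 1% DMSO; incubation: 6 h treatment, 37 °C; measured by: glow luminescence from Steady-Glo reagent; evaluation: activation, % of tunicamycin; control set: tunicamycin high, DMSO low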
# * marks the source's active call; other numbers are inactive results; . = not tested or not shown. This is a subset; the hit share may differ from the screen's.
compound	CHOP UPR activ	Mdm2 MdmX PPI	APJ ag	EBI2 antag	CXCR6 block	CCR6 antag	XBP1 UPR activ	APJ antag	tim23-1 inh
COc1cc(/C=C/c2ccc3cccc(O)c3n2)cc(OC)c1OC	338.8*	84.0*	-10.6	61.6*	71.6*	76.8*	77.1*	49.0*	20.3
O=C(Nc1ccc(Br)c2cccnc12)c1ccc(Cn2cc(Cl)cn2)o1	0.9	20.2	-3.3	-2.5	0.9	-3.0	1.0	12.4	-23.8
S=C(NCc1ccccn1)Nc1ccc(Cl)cc1Cl	-0.7	-76.0	-0.8	-13.7	2.6	8.6	-2.2	-3.4	24.0
Cc1c2c(c(C)n1C)C(C(=O)NC1CCCCC1)N(Cc1ccccc1)C2=O (stereo unspecified)	0.9	-0.3	-4.2	18.0	-3.5	3.9	-0.9	11.7	36.3
COCCn1c(=O)[nH]c2cc(C(=O)Nc3cc(C)cc(C)c3)ccc2c1=O	0.6	-7.3	2.6	-13.1	4.6	-2.6	-8.4	-24.4	8.0
O=C(C1CCC(=O)N(C2CC2)C1)N1CCN(c2cccc(Cl)c2)CC1 (stereo unspecified)	-1.3	0.6	9.2	1.3	-6.9	-0.2	-3.4	8.0	14.3
O=C(Nc1ccc(OC(F)(F)F)cc1)C1CCCN(C(=O)c2ccc(Cl)cc2)C1 (stereo unspecified)	0.7	49.8	-1.4	15.6	-4.8	13.3	-3.6	-13.3	9.0
CCCN1CCN(C(=O)c2nn(-c3ccc(OC)cc3)c(=O)c3c2c2ccccc2n3C)CC1	-2.1	1.4	1.4	-2.4	9.2	14.3	1.9	10.2	20.1
O=C(CN1CCN(c2ccc(C(F)(F)F)cn2)CC1)Nc1ccc2c(c1)OCO2	-0.6	18.4	-2.8	-6.7	-16.3	9.2	-1.6	0.1	0.4
CC(=O)Nc1ccc(Nc2ccc(N3C(=O)CCCC3=O)cc2[N+](=O)[O-])cc1	0.5	15.6	-2.4	6.4	11.3	15.8	-1.4	9.6	4.3
CCn1c(C)cc2c(c1=O)C(c1ccccc1Br)C(C#N)=C(N)O2 (stereo unspecified)	0.8	-15.0	3.6	-2.1	1.7	-0.3	-2.7	8.9	4.1
CCOc1ccccc1C1C(C(N)=O)=C(C)Nc2nc(-c3cccc(C)c3)nn21 (stereo unspecified)	-1.5	11.6	-2.1	-8.6	7.2	9.7	1.7	-5.5	2.5
CN1CCC(Oc2ccccc2Sc2ccc(C(F)(F)F)cc2)CC1	1.2	45.6	-2.6	-13.7	-5.3	-2.5	3.6	5.2	3.5
COCCCN1C(=O)c2ccc(C(=O)OCC(=O)NCc3cccc(OC)c3)cc2C1=O	0.3	-38.2	-1.8	-3.1	-18.8	-1.5	4.8	-0.7	6.1
Cc1ccc(NC(=O)Cn2c(=O)n(CCCCC(=O)NCc3ccco3)c(=O)c3ccccc32)cc1	2.2	5.4	0.9	8.1	8.7	1.0	-3.0	-9.6	6.0
CCOc1ccc(CN(C)CC(=O)Nc2ccc(N3CCOCC3)cc2)cc1OC	-0.8	6.1	-0.6	-9.6	6.9	8.4	0.1	-12.3	4.2
CC(SCc1ccccc1)C(=O)Nc1ccccc1F (stereo unspecified)	4.1	13.0	-0.4	18.2	1.4	18.9	-1.1	-6.7	12.3
CCOCCCn1c(SCC(=O)N2CCOCC2)nc2ccccc2c1=O	1.6	14.0	0.2	-8.5	18.6	-9.6	0.3	4.4	9.8
CCOC(=O)N1CCC(N(CCN(C)C)C(=S)Nc2ccccc2OCC)CC1	1.1	0.4	0.2	-2.6	-11.0	16.7	-2.6	-6.4	-5.0
O=C(CSCc1c(Cl)cccc1Cl)NCc1cccnc1	-1.9	33.1	1.7	-6.1	-1.6	16.3	-7.9	18.0	10.0
CC(=O)C(N=Nc1ccccc1)(Sc1nnc(-c2ccccc2)n1-c1ccccc1)C(C)=O	1.3	24.6	-4.3	18.6	6.3	15.0	-0.1	-3.8	32.6
O=C(CN1CCSC1=O)Nc1ccc(N2CCOCC2)cc1	3.2	14.6	-5.5	0.0	-14.4	9.9	1.1	6.1	-8.1
COc1ccc(N2CCN(C(=O)COC(=O)CCOc3ccc(C)cc3)CC2)cc1	1.0	-12.9	2.4	12.9	6.7	14.1	1.5	1.7	5.0
CC(O)c1cccc(NC(=O)Cc2cccc3ccccc23)c1 (stereo unspecified)	-0.9	33.5	-4.5	.	.	.	-3.4	17.5	-1.5

# Sorted by the number under XBP1 UPR activ (lowest first): 3 of the compounds above
structure	XBP1 UPR activ
O=C(CSCc1c(Cl)cccc1Cl)NCc1cccnc1	-7.9
CC(O)c1cccc(NC(=O)Cc2cccc3ccccc23)c1 (stereo unspecified)	-3.4
CC(=O)C(N=Nc1ccccc1)(Sc1nnc(-c2ccccc2)n1-c1ccccc1)C(C)=O	-0.1

# Remaining list, next part
compound	CHOP UPR activ	Mdm2 MdmX PPI	APJ ag	EBI2 antag	CXCR6 block	CCR6 antag	XBP1 UPR activ	APJ antag	tim23-1 inh
CC(C)(C)c1ccc(/C=N/NC(=O)C(=O)NCCCN2CCOCC2)cc1	-1.7	-5.8	3.3	-5.0	-11.1	-14.8	0.0	20.7	4.5
Cc1nn(-c2ccccc2)c2sc(C(=O)NC3CCCCC3)cc12	-0.7	19.6	3.3	6.1	-4.0	10.8	5.9	-5.1	4.2
Cc1noc(C)c1NC(=O)NC(c1ccccc1)c1ccccc1	-0.3	15.6	-3.6	12.4	5.4	6.4	-4.4	15.8	-6.1
CCOC(=O)c1c(-c2ccc(C)o2)csc1NC(=O)CN1CCCCC1	0.5	-0.8	-3.2	8.7	11.3	36.9	-2.2	7.1	12.3
Fc1ccc(OCCOCCN2CCCC2)cc1	-1.3	-1.3	3.0	-8.8	-2.3	-6.3	-0.7	0.1	1.1
N#Cc1c(NC(=O)CCCN2C(=O)c3ccccc3C2=O)oc(-c2ccccc2)c1-c1ccccc1	1.0	18.8	-1.9	12.5	21.1	-1.8	-1.7	10.9	16.4
CCOC(=O)N1CCC(Nc2ccc3nnc(-c4ccccc4)n3n2)CC1	1.3	46.4	-1.8	7.1	-2.2	-0.7	-3.3	-0.6	9.2
O=C1NCCN1C(=O)c1cccc(Cl)c1	-1.4	2.3	1.7	-12.6	-1.9	-6.3	-1.5	-3.7	13.0
Cc1c(NS(=O)(=O)c2ccc(N)cc2)c(=O)n(-c2ccccc2)n1C	-1.5	21.7	-2.1	3.2	7.7	-7.4	-6.5	-3.0	20.4
O=C(c1ccc2c(c1)OCO2)N1CCN(S(=O)(=O)c2ccc(Cl)cc2)CC1	0.6	2.4	-0.9	-5.1	3.6	3.8	-6.0	10.7	24.7
CS(=O)(=O)N(Cc1ccccc1)c1ccccc1C(=O)N1CCN(c2ccccc2)CC1	1.4	-1.3	-1.6	-3.7	-16.4	-0.8	0.1	2.3	22.9
CCOC(=O)c1cnc2nc(NCc3ccc(OC)c(OC)c3)[nH]n2c1=O	-1.5	-8.9	-0.8	7.0	-6.0	-1.7	-0.9	7.6	5.4
Cc1cc(NC(=O)CSCC(=O)OCC(=O)Nc2cc(C)c(C)cc2[N+](=O)[O-])no1	-0.2	-10.4	0.7	-3.2	-4.7	3.6	0.2	1.5	2.8
CCCCN(C(=O)NC(=O)Nc1ccccc1OC)S(C)(=O)=O	-0.9	15.4	-4.3	-2.8	3.0	8.0	-6.1	-7.4	12.5
Cc1ccc2[nH]c3c(=O)n(CCCN4CCOCC4)cnc3c2c1	-0.8	-1.2	-21.1	-8.5	-5.4	2.0	1.8	6.4	3.9
Cc1nc(NC(=O)CSc2nnc(Cn3nnc4ccccc43)n2C)sc1C	0.6	1.9	-0.4	-0.6	-2.3	-3.1	-1.5	0.6	3.3
CCOC(=O)C1=C(c2ccccc2)NC(=S)NC1c1cc([N+](=O)[O-])ccc1OC (stereo unspecified)	-0.7	11.0	-2.6	4.0	-2.9	1.6	-1.9	4.0	21.8
COc1ccc(N(C)C(=O)C2CCCN2S(=O)(=O)c2cccc3nsnc23)c(OC)c1 (stereo unspecified)	0.1	27.6	-6.8	6.8	0.2	10.7	0.2	4.2	8.9
COc1ccccc1C(=O)COC(=O)CN1C(=O)NC2(CCCC2)C1=O	1.1	23.6	-0.1	-0.8	-2.4	6.4	3.4	0.8	5.8
CCOC(=O)Cn1c(=O)oc2cc(S(=O)(=O)NCCc3ccc(C)cc3)ccc21	-1.6	21.6	-0.4	1.9	-1.6	3.2	-3.8	-1.9	11.4
O=C(CCS(=O)(=O)c1ccccc1)Nc1ccc2c(c1)C(=O)NC2=O	0.7	-0.5	-6.4	0.4	5.8	7.9	0.6	-15.1	5.6
COc1cccc(N2CCN(C(=O)CCCCCn3c(=S)[nH]c4cc5c(cc4c3=O)OCO5)CC2)c1	7.2	39.1	-2.9	-2.5	1.9	31.7	10.4	-5.3	-8.7
COCCN(C(=O)COC(=O)CNC(=O)c1cccs1)c1c(N)n(Cc2ccccc2)c(=O)[nH]c1=O	1.9	15.9	6.3	-5.7	-4.2	1.5	0.0	0.3	10.8
CCc1noc(C)c1C(=O)N(Cc1ccccc1)c1c(N)n(CCOC)c(=O)[nH]c1=O	0.1	16.2	-4.2	-2.9	3.8	2.1	-2.5	7.3	-16.9
CCN(c1cccc(C)c1)c1nc2ccsc2c(=O)s1	-1.7	13.0	-7.1	-0.1	1.2	3.6	0.9	4.4	15.4
COc1cc(CN2CCC(C(=O)N3CCN(c4ccccc4F)CC3)CC2)cc(OC)c1O	0.1	0.5	-0.3	1.9	4.2	5.9	2.9	-1.2	5.8
COC(=O)C(Oc1ccc2c(-c3ccc(OC)cc3)cc(=O)oc2c1)c1ccccc1 (stereo unspecified)	0.9	27.2	-1.4	25.3	9.0	21.9	-2.6	3.4	11.2
O=C1NC(=O)/C(=C/c2cccc([N+](=O)[O-])c2)N1	-1.3	7.3	-4.3	-0.2	14.9	12.3	-4.2	0.3	-8.1
Cc1noc(NS(=O)(=O)c2ccc(NC(=O)c3ccc(Br)o3)cc2)c1C	1.0	-6.3	5.5	9.0	2.8	12.0	3.0	8.4	6.5
Cc1cccc(CSc2nnc3c(n2)[nH]c2ccccc23)c1	0.5	19.8	-2.0	2.3	4.6	17.4	-3.1	4.2	8.0
COc1ccc2[nH]c(CN3CCN(CC(C)C)C(CCO)C3)c(C)c2c1 (stereo unspecified)	0.0	10.2	0.0	-4.5	5.0	8.1	-1.1	-19.7	2.6
CN(CCCNC(=O)c1cccc(N2CCCC2=O)c1)c1ccccc1	-0.7	10.1	-2.8	-4.2	7.8	9.3	-3.1	-0.2	4.9
